From PubChem
p53null 39C kill – qHTS Screen for Compounds that Selectively Target Cancer Cells with p53 Mutations: Cytotoxicity of p53 Null Cells at the Nonpermissive Temperature; Potency, µM (titrated, usually from 46.1 µM), inactives show at the highest dose activity, negative = cell killing, hits mostly cytotoxic; actives 0.97% (n = 55,000); AID 904, 2007; H1299 p53-null (neo) cells, 39C, ATPlite viability, 24 h;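 further: potency means the concentration at half of the fitted maximal effect; 0% = DMSO only and -100% = full killing by 100 µM tamoxifen; nearly all actives have a fitted effect of over 50% in size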
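Cells seeded at 600/well, 37C overnight. Compound added (up to 46 uM), plates shifted to 39C for 24 hr. ATPlite added, luminescence read after 20 min at room temperature.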
B2AR arrestin ag – qHTS assay of beta-arrestin-biased ligands of beta2-adrenergic receptor: NCGC Sytravon Library Screen. HTLA Tango cells, beta-arrestin recruitment, luciferase luminescence, 18 h. Potency, µM (highest dose often 46.1 µM), for the others: top-dose activation, most hits filed as activators. AID 1347077, 2019. 44,000 tested, under 10 active;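 further: potency means the concentration at half of the fitted maximal effect; 0% = DMSO and full agonism = EC100 isoproterenol or metaproterenol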
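Tango cell line, 1% FBS DMEM; cpd titration up to 46 microM; 18 hr, 37 degrees C, 5% CO2. Luciferin/ATP substrate mix added, 15 min RT, luminescence. %Activity, CRC fitting, curve-class categorization.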
GALK inhibitor – qHTS Assay for Inhibitors of Human Galactokinase (GALK): NCGC Sytravon Library Screen; P51570; recombinant GALK, Kinase-Glo ATP luminescence, 1 h; Potency, µM (top dose mostly 57.5 µM), without a hit: at the top dose activity, negative = inhibition, hits mostly inhibitors; 44,000 tested, under 10 active; AID 1347072, 2019;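 further: plate controls were full GALK reaction for no effect and reaction lacking GALK for full effect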
Target sequence (P51570 whole entry, looked up): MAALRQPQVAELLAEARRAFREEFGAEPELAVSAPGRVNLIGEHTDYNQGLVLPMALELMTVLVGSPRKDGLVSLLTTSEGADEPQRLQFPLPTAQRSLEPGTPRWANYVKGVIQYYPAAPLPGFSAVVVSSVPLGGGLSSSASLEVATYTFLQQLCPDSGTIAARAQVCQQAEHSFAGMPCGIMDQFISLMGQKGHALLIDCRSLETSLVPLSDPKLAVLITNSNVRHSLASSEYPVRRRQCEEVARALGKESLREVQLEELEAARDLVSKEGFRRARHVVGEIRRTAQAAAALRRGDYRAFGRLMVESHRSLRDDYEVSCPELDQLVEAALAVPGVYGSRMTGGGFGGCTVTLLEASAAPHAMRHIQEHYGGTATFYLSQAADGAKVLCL
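5 nM GALK with 35 µM ATP and 100 µM galactose in HEPES pH 8.0, MgCl2, NaCl, DTT, BSA; 1 h RT reaction, remaining ATP detected by Kinase-Glo Plus luminescence after 10 min; qHTS concentration series.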
p53null 32C kill – qHTS Screen for Compounds that Selectively Target Cancer Cells with p53 Mutations: Cytotoxicity of p53 Null Cells at the Permissive Temperature; actives 0.62% (n = 55,000); AID 903, 2007; H1299-neo p53 null cells, ATP luminescence, 24 h, 32C; Potency, µM (top dose mostly 46.1 µM), inactives show at the top dose activity change, negative = cytotoxicity, usual class: cytotoxic;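 further: potency means the concentration at half of the fitted maximal effect; 0% = DMSO only and -100% = full killing by 100 µM tamoxifen; nearly all actives have a fitted effect of over 55% in size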
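AC50 values derive from Hill modelling of qHTS concentration-response data (up to 46 uM) in H1299-neo cells. Cells were treated 24 h at 32C following overnight attachment at 37C; viability was read as cellular ATP.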
FH mod – Identification of activators of human fumarate hydratase by quantitative high-throughput screening. Fumarate hydratase, mitochondrial (Homo sapiens), P07954. FH coupled MDH/diaphorase resazurin fluorescence, 15 min. Potency, µM (doses to about 79.9 µM), without a hit: top-dose activity change, negative = inhibition, hits mostly inhibitors. actives 0.22% (n = 54,000). AID 1347055, 2019; further: potency means the concentration at half of the fitted maximal effect; on the % scale 0 is the no-effect control and ±100 the full control effect; the screen sought activators but most active calls are inhibition curves; nearly all actives have a fitted effect of over 45% in size
Target sequence (P07954 whole entry, looked up): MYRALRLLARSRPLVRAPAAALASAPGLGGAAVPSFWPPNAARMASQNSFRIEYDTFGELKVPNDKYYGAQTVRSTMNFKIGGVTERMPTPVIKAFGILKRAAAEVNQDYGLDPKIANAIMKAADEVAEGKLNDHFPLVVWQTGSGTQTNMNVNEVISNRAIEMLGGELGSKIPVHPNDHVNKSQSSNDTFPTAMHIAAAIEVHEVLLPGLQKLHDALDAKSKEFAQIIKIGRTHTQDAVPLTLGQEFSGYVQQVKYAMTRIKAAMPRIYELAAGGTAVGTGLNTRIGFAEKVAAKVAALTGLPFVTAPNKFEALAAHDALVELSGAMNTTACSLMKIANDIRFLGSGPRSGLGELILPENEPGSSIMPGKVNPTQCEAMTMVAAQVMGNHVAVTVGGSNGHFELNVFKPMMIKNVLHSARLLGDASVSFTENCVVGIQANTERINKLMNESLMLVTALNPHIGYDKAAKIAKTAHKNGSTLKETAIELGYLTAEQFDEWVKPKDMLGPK
PTAP-TSG101 blk – qHTS Validation Assay for Inhibitors of HIV-1 Budding by Blocking the Interaction of PTAP/TSG101: Sytravon Library Screen. Tumor susceptibility gene 101 protein (Homo sapiens), Q99816. Fluorescence polarization, FITC-PTAP peptide/Tsg101, 20 min. Potency, µM (top dose mostly 115 µM), inactives show top-dose activity change, negative = inhibition, actives largely listed as inhibitors. 44,000 tested, under 10 active. AID 1347069, 2019; further: potency means the concentration at half of the fitted maximal effect; 0% is about no effect
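qHTS FP binding, 20 min r.t.: 10 uM Tsg101 domain + 50 nM FITC-PTAP peptide, pH 7.5 HEPES buffer with TCEP and EDTA.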
NTMT1 inhibitor – Primary qHTS for Inhibitors of N-terminal methyltransferase 1 (NTMT1): MTaseGlo Assay; N-terminal Xaa-Pro-Lys N-methyltransferase 1 (Homo sapiens), Q9BV86; NTMT1 MTase-Glo SAH luminescence, purified enzyme; Potency, µM (series often up to 114 µM), inactives show at the top dose activity change, negative = inhibition, most hits filed as inhibitors; actives 2.5% (n = 59,000);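 further: potency means the concentration at half of the fitted maximal effect; plate controls were DMSO vehicle for no effect and no enzyme for full effect; nearly all actives have a fitted effect of over 65% in size; many of its hits are not listed in these tables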
* hit, by the source's call; ? = inconclusive; nt = not tested or not shown; & = joins results of further samples; [ ] = another dose, or the depositor's remark. The call rests on the fitted dose curve; in most records, active means well fitted curve in the direction sought with a large enough effect; inconclusive means small, poorly fitted or top-dose-only effect, or another doubt; inactive means no such curve, though single readings can be large; an effect the other way counts as inactive or inconclusive. This is a subset; rates above refer to the full screens.

SMILES | p53null 39C kill | B2AR arrestin ag | GALK inhibitor | p53null 32C kill | FH mod | PTAP-TSG101 blk | NTMT1 inhibitor
COc1ccc(NC(=O)CC2C(=O)N(c3cccc(OC)c3)C(=O)N2Cc2cccnc2)cc1 (centres undefined) | 0% | 0% | 4% | -10% | nt | -5% | nt
O=C(c1ccc(CSc2nc3ccncc3n2Cc2ccccc2F)cc1)N1CCCCC1 | -27% | -1% | 7% | -23% | -11% | -8% | -4%
CCOC(=O)c1ccc(NC2SC(=O)N(Cc3cccc(C(=O)O)c3)C2=O)cc1 (centres undefined) | -2% | 0% | -6% | 2% | ? | 1% | 8%
O=C(NCCc1ccc(F)cc1)C(=O)NCC(c1cccs1)S(=O)(=O)c1ccc(Cl)cc1 (centres undefined) | 0% | -3% | 0% | 20% | -16% | 1% | -4%
COc1ccc(N2CCN(C(=O)CCn3c(=O)c4cccn4c4cccnc43)CC2)cc1 | 9% | 0% | 0% | 0% | 5% | -5% | 0%
CCC(C)Cn1c(/C=C/c2ccccc2)nc2ccccc21 (centres undefined) | 10µM* | 1% | 1% | ? | -15% | 0% | -18%
CC1CCN(C(=O)c2cnn(-c3ccc(Cl)cc3)c2C2CCN(C(=O)OC(C)(C)C)CC2)CC1 | -5% | 0% | 2% | 10% | 4% | -5% | 0%
Cc1ccc(-c2nc3cc(NC(=O)c4cc(Br)ccc4Cl)ccc3o2)cc1 | 3% | 1% | -1% | 0% | -1% | 1% | -14%
CCc1c(C)sc(NC(=O)c2cc3nc(-c4ccc(OC)cc4)cc(C(F)(F)F)n3n2)c1C(=O)OC | -23% | 0% | 2% | 4% | -14% | 1% | -13%
Cc1ccc(S(=O)(=O)c2cn(CC(=O)Nc3ccc4c(c3)OCO4)c3ccc(C)cc3c2=O)cc1 | -2% | 1% | -12% | 9% | -15% | 8% | -7%
Cn1c(=O)oc2cc(S(=O)(=O)NCCC(=O)NCc3ccc(F)cc3)ccc21 | 23% | 0% | 8% | -6% | ? | -8% | 16%
COc1ccc(/C=C(\C#N)c2nc(-c3cc4ccccc4oc3=O)cs2)cc1OC | 0% | 1% | 0% | -5% | -3% | 0% | -5%
Cc1cccc(Cn2cccc2CNS(=O)(=O)c2ccc(Br)cc2)c1 | 35%[activator] | -1% | -6% | 20% | ? | -4% | 2%
CCn1ccc2cc(S(=O)(=O)N3CCCN(C(=O)Nc4cccc(Cl)c4)CC3)ccc21 | 2% | 1% | 2% | 3% | -17% | -1% | ?
COc1ccc(-c2cc3ccc(O)c(CN4CCN(CCO)CC4)c3oc2=O)cc1OC | -13% | 0% | 1% | 10% | -10% | -10% | 6%
CCOc1cccc(CNc2ccc(O)cc2)c1OCc1ccccc1Cl | ? | 1% | 3% | 0%&11% | ? | 0% | ?
CC(C)(C)C1CCc2c(sc(NC(=O)c3cc4ccccc4c(=O)o3)c2C(N)=O)C1 (centres undefined) | -17% | 1% | 5% | -8% | -1% | 0% | -2%
Cc1ccc(NC(=O)CSc2nc3nccnc3c(=O)n2CCc2c[nH]c3ccccc23)cc1C | -9% | -1% | ? | -1% | 1% | -5% | 14%
CCCCOC(=O)c1ccc(NC(=O)Cc2coc3c(C)c(C)ccc23)cc1 | -12% | 0% | 4% | -13% | -39% | 0% | 3%
O=C(NCCN1CCCCC1)c1ccc(Cn2c(SCc3ccc(F)cc3)nc3cccnc32)cc1 | ? | -1% | -2% | 16µM* | 3% | -8% | ?
CCc1ccc(-c2nc(CSCC(=O)NCc3ccc(C)cc3)c(C)o2)cc1 | 27% | 1% | -16% | -7% | -29% | 2% | 0%
COc1cccc(-c2nc(CS(=O)(=O)CC(=O)NCCc3ccc(OC)cc3OC)c(C)o2)c1 | 28% | 0% | 2% | 1% | -19% | 1% | 2%
CCOc1ccccc1C1CC(=O)Nc2c1c(=O)n(C)c1ncnn21 (centres undefined) | -2% | 1% | -1% | 17% | 0% | -8% | 15%
Cc1ccc(C)c(CN2C(=O)c3ccccc3S(=O)c3ccc(C(=O)NCc4ccco4)cc32)c1 (centres undefined) | 6% | -1% | 19% | -1% | -15% | -2% | 9%
CCc1ccc(S(=O)(=O)c2cn(C)c3cc(N4CCCCC4C)c(F)cc3c2=O)cc1 (centres undefined) | -1% | 0% | 1% | 0% | -1% | 4% | -11%
CC(C)C(=O)Nc1nnc(S(=O)(=O)N(C)Cc2ccc(F)cc2)s1 | -10% | 1% | -3% | -2% | -2% | 4% | 19%
Cc1ccc(CCNC(=O)c2ccc(CNS(=O)(=O)c3ccccc3)cc2)cc1 | 11% | 0% | 1% | -5% | -4% | 1% | 3%
COc1ccc(-c2cc(=O)oc3c4c(ccc23)OCN(Cc2ccccc2)C4)cc1 | 6% | 1% | 9% | 5% | -12% | -8% | -6%
CCOC(=O)c1cccc(NS(=O)(=O)c2ccc3[nH]c4c(c3c2)CCCC4)c1 | ? | 0% | 3% | 27% | ? | -4% | ?
CSc1ccc(C2c3c(oc4ccccc4c3=O)C(=O)N2CCCN2CCOCC2)cc1 (centres undefined) | -9% | 0% | 1% | -4% | -20% | -6% | 5%
CCC(CC)C(=O)Nc1ccc2nc(SCC(=O)N3CCc4ccccc43)sc2c1 | -15% | -4% | 0% | -12% | -2% | 1% | 25%
COCCNC(=O)CCCn1c(SCC(=O)Nc2cccc(C)c2)nc2c(sc3ccccc32)c1=O | -24% | 0% | 8% | 1% | -1% | 0% | -1%
CCCCSCCCNC(=O)c1cn(CC)c2ccc(S(=O)(=O)N3CCCCCC3)cc2c1=O | -11% | 0% | 1% | 3% | -18% | 0% | 2%
CCOC(=O)c1c(C)[nH]c(C)c1S(=O)(=O)N1CCC(C(=O)NCc2ccc(C)cc2)CC1 | -11% | -1% | 0% | 0% | 13% | -2% | -5%
Cc1ccc(CNC(=O)C2CCN(S(=O)(=O)N3CCC(C)CC3)CC2)cc1 | -8% | -1% | 3% | 2% | -1% | -3% | 3%
CC(=O)c1nn(-c2ccc(OC(F)(F)F)cc2)nc1Nc1ccc(Cl)cc1 | -12% | -2% | 1% | -5% | 1% | -1% | -7%
CC1CCc2c(sc3nnn(CC(=O)Nc4c(C(C)C)cccc4C(C)C)c(=O)c23)C1 (centres undefined) | -7% | 0% | 0% | -10% | 3% | -2% | 2%
COc1ccccc1CNC(=O)CSc1nc(-c2ccc(OC)c(OC)c2)cc(C(F)(F)F)n1 | -5% | ? | 0% | 5% | -4% | -4% | 6%
CC(=O)c1ccc(NC(=O)CCn2cccn2)cc1 | -11% | 0% | 0% | -1% | 9% | -2% | 2%
CCOc1ccc(CCNC(=O)c2ccc(-n3c(C)cc4c3CCCC4)cc2)cc1OCC | -18% | ? | 5% | -1% | -17% | -3% | -3%

Brought forward from above: four entries; new compounds follow.
SMILES | p53null 39C kill | B2AR arrestin ag | GALK inhibitor | p53null 32C kill | FH mod | PTAP-TSG101 blk | NTMT1 inhibitor
CC1CCc2c(sc3nnn(CC(=O)Nc4c(C(C)C)cccc4C(C)C)c(=O)c23)C1 (centres undefined) | -7% | 0% | 0% | -10% | 3% | -2% | 2%
COc1ccccc1CNC(=O)CSc1nc(-c2ccc(OC)c(OC)c2)cc(C(F)(F)F)n1 | -5% | ? | 0% | 5% | -4% | -4% | 6%
CC(=O)c1ccc(NC(=O)CCn2cccn2)cc1 | -11% | 0% | 0% | -1% | 9% | -2% | 2%
CCOc1ccc(CCNC(=O)c2ccc(-n3c(C)cc4c3CCCC4)cc2)cc1OCC | -18% | ? | 5% | -1% | -17% | -3% | -3%
CCN1C(=O)c2ccccc2Sc2ccc(NC(=O)c3cccc(C)c3)cc21 | 12% | 1% | 2% | 15% | ? | -2% | ?
CCOc1ccc(NC(=O)c2cccc3c(=O)c4c([nH]c23)CCCC4)cc1 | 38%[activator] | -2% | -9% | 8% | 6% | 0% | 9%
Cn1nnc2c(N3CCN(c4ccccc4)CC3)ncnc21 | 40%[activator] | -4% | -1% | 3% | -4% | 2% | -13%
CCN(CC)c1ccc(C(=O)NCc2ccc3c(c2)CCN3C(=O)c2cccc(C)c2)cc1 | 28% | 0% | -5% | 16% | -4% | 1% | -16%
O=C(NCC(c1ccc2c(c1)OCO2)N1CCOCC1)c1ccccc1F (centres undefined) | 5% | ? | 2% | 1% | -7% | -10% | 10%
CCOc1ccc(NC(=O)CSc2cn(CC(=O)N3CCOCC3)c3ccccc23)cc1 | -27% | -1% | 3% | 5% | -11% | 3% | 2%
CCOc1ccccc1CNS(=O)(=O)c1ccc2c(c1)CCCN2C(C)=O | 7% | 0% | -7% | -5% | -8% | -1% | -4%
Cc1ccc2c(c1)N(CCCC(=O)NCc1cccc(F)c1)C(=O)CO2 | -6% | -4% | 1% | 7% | -7% | -2% | 2%
COC(=O)c1ccccc1NC(=O)Cn1c(CCC(=O)O)ccc1-c1cccs1 | -9% | 0% | -10% | -4% | 5% | -5% | 13%
Cc1ccc(C(=O)c2oc3ccccc3c2NC(=O)c2cc(=O)c3cc(C)ccc3o2)cc1 | -8% | 0% | 2% | 3% | -10% | 1% | 8%
Cc1cccc(-c2nc(CCNC(=O)c3ccccc3Br)cs2)c1 | ? | 0% | 2% | ? | -31% | 0% | -2%
CCOc1ccccc1CNS(=O)(=O)c1cc(-c2onc(C)c2C)ccc1OC | -7% | 2% | -2% | -5% | -15% | -13% | 5%
CCOC(=O)CCc1c(C)nc2c(-c3ccccc3)c(C)[nH]n2c1=O | nt | 0% | 6% | nt | 4% | -3% | 17%
CCOC(=O)c1ccc(N2C(=O)c3n[nH]c(-c4ccco4)c3C2c2cccc(F)c2)cc1 (centres undefined) | ? | 1% | 9% | 51%[activator] | ? | 1% | -7%
O=C(CCN1N=C(c2ccccc2)CCC1=O)NCCc1ccc(Cl)cc1 | 2% | -1% | 0% | 10% | -17% | -4% | -3%
Cc1ccc(-c2cn3c(n2)sc2cc(C(=O)NCc4cccs4)ccc23)c(C)c1 | 3% | -1% | 4% | 7% | -25% | -1% | 14%
COc1ccc(-c2c(C)nn3c(C(F)(F)F)cc(C)nc23)cc1OC | 31%[activator] | -1% | -1% | 5% | -7% | -5% | -9%
